Compound activity from PubChem.
KB-V1 cytotox: KB-V1 MDR subline cytotoxicity; KB-V1 MDR cells viability, CellTiter-Glo, 72 h; Potency, µM (titrated, usually from 46.1 µM), inactives show at the top dose activity change, negative = cytotoxicity, usual class: cytotoxic; 400,000 tested, 3.4% active; also: potency is read from the fitted curve at half-maximal effect; % is scaled to controls: 0 for no effect and ±100 for the full control effect; nearly all actives have a fitted effect of over 60% in size
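Cells of the MDR subline KB-V1 are plated, dosed with compound at multiple concentrations, and incubated 72 h at 37 degrees C; CellTiter-Glo is then added and luminescence read after 10 min.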
TDP-43 yeast inh: inhibitors of TDP-43 toxicity in yeast | TDP-43 expressing yeast growth rescue, BacTiter-Glo, 24 h | Potency, µM (titrated, usually from 46.1 µM), without a hit: at the highest dose growth rescue (activation), usual class: activators | 410,000 tested, 1.8% active | AID 652104; also: potency is read from the fitted curve at half-maximal effect; % of control where 0% means no effect; nearly all actives have a fitted effect of over 50% in size
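Cell-based yeast growth screen: TDP-43 expression induced in galactose, inoculum OD600=0.02 after raffinose pregrowth to mid-log. Read-out BacTiter-Glo luminescence at 24 hr, 30 deg C; inhibition of toxicity seen as signal increase.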
PTHR1 agonist: activates the human parathyroid hormone receptor PTHR1. Q03431. 410,000 tested, 0.075% active. HEK293 GP2 PTHR1 cells, GloSensor cAMP luminescence, 1 h. AID 743266. Potency, µM (doses to about 115 µM), without a hit: top-dose activation, hits mostly activators; also: potency is read from the fitted curve at half-maximal effect; nearly all actives have a fitted effect of over 55% in size; some results filed as inactive show a strong effect at the top dose; inactives centre near -15; many of its hits are not listed in these tables
Target sequence (Q03431 whole entry, looked up): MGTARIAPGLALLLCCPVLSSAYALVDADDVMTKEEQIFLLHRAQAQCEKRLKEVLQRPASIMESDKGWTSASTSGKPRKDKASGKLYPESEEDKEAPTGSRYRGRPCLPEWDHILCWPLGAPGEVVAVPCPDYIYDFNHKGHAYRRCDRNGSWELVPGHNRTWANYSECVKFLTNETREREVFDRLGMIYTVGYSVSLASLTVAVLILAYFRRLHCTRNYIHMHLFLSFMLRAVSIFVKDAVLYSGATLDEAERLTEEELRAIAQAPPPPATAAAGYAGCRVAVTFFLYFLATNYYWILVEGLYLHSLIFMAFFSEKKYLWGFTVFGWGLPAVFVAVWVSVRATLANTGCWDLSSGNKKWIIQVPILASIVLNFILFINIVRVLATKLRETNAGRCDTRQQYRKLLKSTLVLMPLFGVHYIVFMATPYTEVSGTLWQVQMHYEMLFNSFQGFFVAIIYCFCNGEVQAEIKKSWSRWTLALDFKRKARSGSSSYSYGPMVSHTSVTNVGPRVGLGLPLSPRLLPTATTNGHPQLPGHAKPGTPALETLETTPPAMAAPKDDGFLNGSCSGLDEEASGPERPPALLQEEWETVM
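HEK-293-derived GP2 cells expressing PTHR1 and a GloSensor cAMP reporter, 3,000/well, plated overnight, given luciferin plus IBMX (each 0.5 mM as added) for 1 h at 37 °C, then compound for 1 h at 37 °C. Luminescence was read after 15 min at room temperature.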
D3 ag: D3 dopamine receptor (human) agonism | D3R DiscoveRx beta-arrestin cells, luminescence, 90 min | max activation, % | AID 652048 | 410,000 tested, 0.58% active; in the data active = max activation above about 30%; also: 0% is about no effect; mostly tested at two doses, the higher about 12 µM
Target sequence (P35462 whole entry, looked up): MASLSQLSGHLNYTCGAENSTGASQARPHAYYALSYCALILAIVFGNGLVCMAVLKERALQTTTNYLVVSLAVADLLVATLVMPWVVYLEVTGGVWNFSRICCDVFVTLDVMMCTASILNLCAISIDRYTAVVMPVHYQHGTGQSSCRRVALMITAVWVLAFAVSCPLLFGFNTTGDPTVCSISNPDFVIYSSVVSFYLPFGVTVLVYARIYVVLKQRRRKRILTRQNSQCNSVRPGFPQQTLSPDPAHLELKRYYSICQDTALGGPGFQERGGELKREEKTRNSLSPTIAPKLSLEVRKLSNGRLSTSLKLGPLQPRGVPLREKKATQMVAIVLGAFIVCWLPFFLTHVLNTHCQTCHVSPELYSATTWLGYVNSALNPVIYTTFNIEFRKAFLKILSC
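Agonist mode: compounds and dopamine controls were applied to plated cells for 90 min at 37 degrees C after an overnight attachment at 1500 cells/well. Luminescent read-out followed 30 - 60 minutes at room temperature with DiscoveRx detection reagent.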
aSyn rescue: alpha-synuclein toxicity inhibition in yeast | AID 652106 | Yeast expressing alpha-synuclein, growth rescue, BacTiter-Glo, 24 h | Potency, µM (highest dose often 46.1 µM), inactives show at the highest dose growth rescue (activation), actives largely listed as activators | 370,000 tested, 0.14% active; also: potency is read from the fitted curve at half-maximal effect; % of control where 0% means no effect; nearly all actives have a fitted effect of over 65% in size
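Galactose-induced alpha-syn yeast (OD600=0.02, raffinose-pregrown) + pinned cpd, 24 hr, 30 deg C; growth by BacTiter-Glo luminescence. Growth restoration scores as activation.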
DRD3 antagonist: antagonists of human D3 dopamine receptor. max response, negative = inhibition, %. 360,000 tested, 2.5% active. D3R cells, DiscoveRx beta-arrestin luminescence, antagonist mode; active compounds read low; in the data active = max response below about -50%; inconclusive = no clear call, values can overlap the other calls; also: % is scaled to controls: 0 for no effect and ±100 for the full control effect; mostly tested at two doses, the higher about 12 µM
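Cells plated overnight at 1500 cells/well, then exposed to library compounds with dopamine controls for 90 minutes at 37 degrees C. DiscoveRx reagent added for 30–60 minutes at room temperature; luminescence read, quantitative HTS format.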
GLP-1R inv ag: acts as inverse agonist at human GLP-1 receptor. P43220. Potency, µM (highest dose often 38.3 µM), inactives show at the highest dose activity change, negative = inhibition, hits mostly inhibitors. HEK293 GLP-1R CRE-luciferase, luminescence, 24 h; GLP-1R form is constitutively active. 410,000 tested, 1.6% active; also: potency is read from the fitted curve at half-maximal effect; % is scaled to controls: 0 for no effect and ±100 for the full control effect; nearly all actives have a fitted effect of over 55% in size
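Seeding at 200 cells/uL, 12 h culture, 24 hr compound treatment, then luciferase reagent and a luminescence read; cells are HEK293 stably expressing a constitutively active GLP-1R plus cAMP-responsive luciferase.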
GLP1R cytotox: cytotoxicity in counter-screen for GLP-1R inverse agonists. Potency, µM (series often up to 38.3 µM), without a hit: top-dose activity change, negative = inhibition, usual class: inhibitors. 410,000 tested, 0.13% active. HEK293 cAMP-luciferase reporter cells, luminescence, 24 h;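 also: loss of luciferase light is scored as toxicity; potency is read from the fitted curve at half-maximal effect; % is scaled to controls: 0 for no effect and ±100 for the full control effect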
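Quantitative HTS format, 1536 wells, 200 cells/uL seeded. Compounds: 23 nL, 24 h, 37 °C. Detection: luciferase reagent, luminescence at 12 min RT; decreased signal taken as cytotoxic.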
GLP1R ag: agonists of human GLP-1 receptor; Potency, µM (series often up to 45.6 µM), for the others: top-dose activation, actives largely listed as activators; P43220; HEK293 GLP-1R CRE-luciferase, luminescence, 4-6 h; cells express a hypersensitive GLP-1R form; 380,000 tested, 0.007% active; AID 624172; also: potency is read from the fitted curve at half-maximal effect; % of control where 0% means no effect
Starred values were filed as active, the others as inactive; i = inactive; ? = inconclusive; / = not tested or not shown; & = joins results of further samples; [ ] = another dose, or the depositor's remark. Unless noted, calls follow the shape of the dose curve; as a rule, active = well fitted curve in the direction sought with a large enough effect; inconclusive = small, poorly fitted or top-dose-only effect, or another doubt; inactive = no such curve, though single readings can be large; an effect the other way counts as inactive or inconclusive. An excerpt (hit frequency here may not be typical).

smiles | aSyn rescue | KB-V1 cytotox | GLP1R cytotox | TDP-43 yeast inh | D3 ag | PTHR1 agonist | GLP1R ag | DRD3 antagonist | GLP-1R inv ag
Brc1ccc2oc(-c3ccn[nH]3)cc2c1 | -12% | 0% | 2% | 12% | -10 | -13% | 13% | -8 | -6%
COc1ccc2nc(SCC(=O)c3ccco3)[nH]c2c1 | 4% | 16% | -1% | -14% | 7 | -29% | 0% | -23 | 62%[activator]
O=C(Cn1nc(C(F)(F)F)c2c1CCCC2)Nc1ccc2c(c1)OCO2 | 4% | -12% | -9% | 30% | 0 | i | 0% | 0 | -22%
COc1ccccc1CNC(=O)COc1ccc(Br)c(C)c1 | 15% | 1% | 1% | 18µM* | 11 | -43%[inhibitor] | 20% | 18 | ?
CC(C)N1CCC(N2CCN(C3CCCCC3)CC2CCO)CC1 (stereo not drawn) | -3% | ? | -25% | -8%[9.22 µM] | 1 | -13% | 10% | 8 | -11%
CC(C)C(=O)Nc1ccc(C(=O)Nc2nnc(C(C)(C)C)s2)cc1 | -1% | -10% | -8% | -19% | -5 | i | 6% | -19 | ?
Cc1ccc(C)c(OCC(=O)N(Cc2nnc(-c3ccccc3Cl)o2)C2CC2)c1 | -5% | -5% | 10% | 0% | 4 | -3% | 0% | 28 | ?
CCCOC(=O)Cn1c(=O)c2cc3c(=O)n(CC(=O)OCCC)c(=O)c3cc2c1=O | -1% | 0% | 23% | -39%[inhibitor] | -11 | -29% | -2% | -1 | -18%
Cc1ccc(CN2CCCn3nc(C(=O)NCc4ccc(OC(C)C)cc4)cc3C2=O)cc1 | / | 0% | -9% | 24% | 0 | -35%[inhibitor] | / | / | ?
COc1cc(NS(C)(=O)=O)c(OC)cc1NC(=O)c1cccc(F)c1 | 0% | -20% | -30% | -7% | 12 | -37%[inhibitor][57.5 µM] | 3% | 14 | 0%
CC(=O)NS(=O)(=O)c1ccccc1 | -5% | 9% | -19% | -16% | -14 | -3%[57.5 µM] | 6% | -11 | 1%
COCCCn1c(=S)[nH]c(C)c(C)c1=O | -1% | 18% | 3% | -16% | -11 | ? | 6% | -11 | 17%
COc1ccc(-c2cc3nc(C)c(CCC(=O)N4CCN(c5cccc(Cl)c5)CC4)c(C)n3n2)c(OC)c1 | / | 22% | -6% | ? | 0 | -11% | 0% | / | -8%
CN(CC(=O)NCc1ccncc1)S(=O)(=O)c1ccc2ccccc2c1 | 7% | -18% | -10% | 9% | 2 | -14% | 1% | 0 | 3%
CCOc1ccc(-c2cccc(NS(=O)(=O)c3ccc([N+](=O)[O-])cc3)c2)nn1 | 3% | ? | 3% | -1% | -1 | -96% | 2% | -6 | -14%
Cc1cc2c([nH]c3ccccc32)c2c1OC(C)(C)C=C2 | 2% | 0% | -5% | 28µM* | -3 | -95%[inhibitor] | 19% | -1 | ?
O=c1[nH]c2ccc(Cl)cc2[nH]1 | 1% | ? | 1% | -11% | 7 | -12% | 15% | 22 | 43%
CSc1nc(-c2ccco2)nn1C(=O)CCc1ccccc1 | -3% | 0% | 1% | 0% | 11 | -8%[57.5 µM] | -11% | -11 | -6%
CCCC#CCN1CCN(C23CC4CC(CC(C4)C2)C3)CC1 | 3% | 12% | -5% | 12% | -19 | i | -3% | -3 | 11%
Cc1ccc(CCNS(=O)(=O)c2ccc3c(c2)C(C(C)C)C(=O)N3)cc1 (stereo not drawn) | 1% | -14% | -5% | -19% | -7 | -45%[inhibitor] | -1% | / | ?
O=C(CN1C(=O)NC2(CCc3ccccc3C2)C1=O)NCC(F)(F)F (stereo not drawn) | ? | ? | 3% | 7% | -4 | -22% | -2% | -14 | 12%
CCc1ccc(NC(=O)c2ccc3c(O)c(S(=O)(=O)c4ccccc4)c(=O)[nH]c3c2)cc1 | / | -13% | -2% | 15% | -3 | i | / | / | 14%
N#Cc1nc(N2CCCCC2)nc(N2CCOCC2)n1 | 15%&11% | -5%&-13% | 8% | -18% | 1 | -5%[57.5 µM] | 17% | -18 | 55%[activator]
NC(=O)c1cccc2c3c([nH]c12)CCCC3 | 5% | 22% | 19% | 3% | -17 | -27%[57.5 µM] | ? | 1 | 8%
Cc1ccccc1Nc1nc(N)[nH]c(=O)c1N=O | -11% | 9% | 1% | 3% | -7 | 10% | 0% | ? | 28%
Cc1ccc(NC(=O)c2ncn(CCCN3CCN(c4ncccn4)CC3)n2)cc1C | -1% | 0% | 2% | 19% | 6 | -18% | 11% | -5 | 7%
COc1ccccc1C(=O)Nc1nnc(S(=O)(=O)N2CCCCCC2)s1 | -2% | -14%&-9% | -3%&3% | 25%&2% | 0&-14 | -26%&3% | -2% | -17 | -34%&-10%
O=C(Nc1cccc(S(=O)(=O)Nc2ccccc2Cl)c1)c1ccc(Cl)nc1 | 1% | 2.6µM* | -18% | 6% | 6 | -39%[inhibitor] | -12% | 15 | -30%
CN(C)CCCN(C(=O)/C=C/c1cccs1)c1nc2ccc(F)cc2s1 | 4% | 18µM* | ? | -6% | -28 | i | -5% | -9 | ?
CCOC(=O)/C(C)=N/Nc1nc(-c2ccc(NC(C)=O)cc2)cs1 | 0% | -10% | -19% | 0% | 7 | -12% | 8% | 7 | 3%
Cc1ccc(C)c(C(=O)CSc2n[nH]c(-c3ccncc3)n2)c1 | 3% | -24% | 0% | ? | 1 | -4%[57.5 µM] | 6% | 5 | 14%
COc1ccc(NC(=O)c2cc(-c3ccccc3)nc3c2cnn3C(C)C)cc1 | 1% | -5% | -8% | 0% | 3 | -70%[inhibitor] | -7% | 25 | -2%
CCC(NS(=O)(=O)c1cnn(CC)c1)c1ccccc1 (stereo not drawn) | -1% | 2% | 10% | 13% | 2 | i | 2% | 6 | 12%
O=C(CC(c1ccccc1)c1ccccc1)NCC(O)c1ccc([N+](=O)[O-])cc1 (stereo not drawn) | ? | -9% | 2% | -10% | -2 | -59%[inhibitor] | 9% | -7 | ?
COc1ccc(CN(CC(=O)NCc2ccccc2)C(=O)c2csnn2)cc1 | -9% | -38% | -4% | 4% | 1 | -12% | -7% | -10 | -9%
CCCCC(Sc1nc(N)c(NC(=O)c2ccco2)c(=O)[nH]1)C(=O)O (stereo not drawn) | 3% | 21% | ? | 8% | 3 | i | -2% | -2 | 1%
COC(=O)c1c(NC(=O)C2(C)Cc3ccccc3C(=O)O2)sc2c1CCCC2 (stereo not drawn) | 16% | ? | 7% | -26% | 15 | -8%[57.5 µM] | 2% | -14 | 0%
CCOC(=O)C1CCN(C(=O)CNC(=O)c2nn(-c3ccc(OC)c(OC)c3)c(=O)c3ccccc23)CC1 | -8% | -18% | -14% | 1% | 3 | -16% | 18% | 24 | -10%
O=S(=O)(c1cccc(F)c1)N1CCC(c2nc3ccccc3s2)CC1 | / | 0% | 15% | 3% | -9 | -34%[inhibitor] | / | / | 1%
O=C(NC(=S)Nc1ccccc1[N+](=O)[O-])c1ccccc1Cl | 0% | ? | ? | 18% | -8 | -13% | 16% | ? | -19%
CCOC(=O)c1[nH]c2cc3c(cc2c1NC(=O)CN1CCc2ccccc2C1)OCO3 | 0% | ? | -3% | 5% | -12 | -18%[57.5 µM] | 1% | -16 | ?
COc1ccc(C2C(C#N)=C(N)N(c3sc4c(c3C#N)CCCC4)C3=C2C(=O)CC(C)(C)C3)cc1 (stereo not drawn) | -7% | 5.8µM* | -8% | 29% | -1 | -3%[57.5 µM] | 2% | -8 | 11%
Cc1cccc(N2CCN(C(=O)CCC(=O)N3CC(C)Oc4ccc(C)cc43)CC2C)c1 (stereo not drawn) | 3% | -1% | -9% | -3% | 2 | -57%[inhibitor] | 6% | 15 | ?
COC(=O)[C@@]12C[C@@H](CC(=O)N3CCOCC3)C(=O)N(Cc3ccco3)C1=CCC(C)(C)C2 | 0% | -31% | 1% | 22% | 9 | -16% | / | 14 | -29%
CN(C)c1ccc(/C=N/NC(=O)CN(c2cccc(Cl)c2)S(C)(=O)=O)cc1Br | -1% | 3% | -18% | -1% | -7 | -20% | 15% | 0 | 8%
Cc1ccc(C2C(C#N)=C(N)Oc3n[nH]c(-c4cccnc4)c32)o1 (stereo not drawn) | -3% | ? | 6% | -16% | -2 | -17% | 0% | -16 | 5%
O=C(O)c1cn(-c2ccc(F)cc2)c2cc(Cl)c(F)cc2c1=O | -10% | -2% | 11% | 24% | 5 | -9% | -6% | -7 | -20%
Cn1c(-c2ccccc2)c(Sc2ccccc2)c2cc(-c3ccc4cc[nH]c4c3)ccc21 | -1% | 1% | -5% | 28% | 0 | i | -10% | -3 | -6%
Nc1c(N2CCCCC2)c(=O)[nH]c(=O)n1-c1ccccc1 | -2% | 5% | 2% | 21% | -2 | -2%[57.5 µM] | -2% | -12 | 62%[activator]
COC(=O)c1ccccc1Sc1ncnc2onc(C)c12 | -10% | 9% | -30% | ? | -8 | -68%[inhibitor] | -3% | ? | ?
Cn1ccnc1SCC(=O)Nc1ccc(Cl)cn1 | 2% | 26% | -9% | -10%[0.397 µM] | 6 | -14% | ? | 9 | 1%
CCOC(=O)N1CCN(CC(=O)Nc2cc(C)nn2-c2nc3ccccc3s2)CC1 | 2% | 0% | 4% | -7% | 3 | -3%[57.5 µM] | -1% | ? | -4%
CCOC(=O)c1cc(C#N)c(SC)nc1-c1ccccc1 | -1% | ? | -8% | 25% | 0 | -18% | 10% | -6 | ?
